NLRP3 yeast inh: NALP3 inflammasome inhibitors in reconstituted yeast, primary screen, luminescence, uHTS; 0.39% of 330,000 active; inhibition, % at 10 µM; Yeast reconstituted NLRP3/ASC/caspase-1, beta-gal luminescence, 24 h;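 active = inhibition of 50% or more; inactive = inhibition below 50%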;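 note: plate controls were induced DMSO wells for no effect and uninduced yeast grown without galactose for full effect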
SENP1 FRET inh: human SENP1 catalytic domain inhibitors, primary screen, biochemical, FRET, uHTS; Sentrin-specific protease 1 (Homo sapiens), Q9P0U3; recombinant SENP1 catalytic domain, CyPet-SUMO1-YPet FRET cleavage; inhibition, % at 10 µM; 0.21% of 360,000 active; AID 624204, 2012;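 active = inhibition at least 30% at 10 µM, raw YFP signal under a set limit, fluorescence ratio 0.5 to 1.5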;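 note: 0% = enzyme with DMSO and 100% = no enzyme wells; some results filed as inactive read as strong as hits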
Target sequence (Q9P0U3 419-644 limits assumed): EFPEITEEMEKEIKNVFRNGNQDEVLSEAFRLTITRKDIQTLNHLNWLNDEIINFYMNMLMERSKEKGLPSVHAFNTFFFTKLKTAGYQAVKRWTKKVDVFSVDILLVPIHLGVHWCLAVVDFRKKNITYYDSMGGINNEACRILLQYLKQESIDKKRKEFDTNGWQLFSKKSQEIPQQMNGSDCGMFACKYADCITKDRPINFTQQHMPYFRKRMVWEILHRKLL
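Material – human SENP1 catalytic domain · Input – SENP1 enzyme, 20 pM final · Compound dosing – single concentration of 10 µM compound, 0.5% DMSO final · Timing – enzyme reaction for 50 min at room temperature, dark · Measured by – FRET fluorescence in CFP and YFP emission channels · Control set – no-enzyme wells low, DMSO-plus-enzyme wells high control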
SENP8 block-1: SENP8 protease inhibitors, primary screen, biochemical, luminescence | purified SENP8, Z-RLRGG-aminoluciferin cleavage | inhibition, % at 10 µM | 1.2% of 330,000 active | Sentrin-specific protease 8 (Homo sapiens), Q96LD8 | AID 2540, 2010; in the data active = inhibition above about 50%
SENP6 inh: SENP6 protease inhibitors, primary screen, biochemical, luminescence, uHTS | AID 2599, 2010 | Recombinant SENP6 catalytic domain, aminoluciferin luminescence | Sentrin-specific protease 6 (Homo sapiens), Q9GZR1 | 1.8% of 330,000 active | inhibition, % at 10 µM;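 active = inhibition above about 50% at the single tested dose, limit read from the data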;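 note: plate controls were DMSO wells with enzyme for no effect and DMSO wells lacking enzyme for full effect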
Target sequence (Q9GZR1 628-1112 limits assumed): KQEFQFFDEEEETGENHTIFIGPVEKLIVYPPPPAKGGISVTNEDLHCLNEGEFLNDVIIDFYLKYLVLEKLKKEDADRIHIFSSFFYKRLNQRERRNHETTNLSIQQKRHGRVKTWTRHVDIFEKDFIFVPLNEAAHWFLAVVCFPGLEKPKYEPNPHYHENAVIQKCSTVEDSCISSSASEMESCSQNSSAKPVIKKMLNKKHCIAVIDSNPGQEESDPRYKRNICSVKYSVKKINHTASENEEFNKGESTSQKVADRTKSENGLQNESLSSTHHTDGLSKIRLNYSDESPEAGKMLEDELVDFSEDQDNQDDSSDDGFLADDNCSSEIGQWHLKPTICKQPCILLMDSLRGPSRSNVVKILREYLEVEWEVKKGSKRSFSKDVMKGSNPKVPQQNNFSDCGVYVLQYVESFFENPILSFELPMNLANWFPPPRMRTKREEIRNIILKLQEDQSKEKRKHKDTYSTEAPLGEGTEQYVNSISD
PfGluPho inh: PfG6PD enzyme inhibitors, primary screen, biochemical, fluorescence intensity, uHTS; PfGluPho enzyme, NADPH resazurin-diaphorase fluorescence; glucose-6-phosphate dehydrogenase-6-phosphogluconolactonase (Plasmodium falciparum 3D7); AID 504690, 2011; 0.78% of 350,000 active; inhibition, % at 20 µM;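 active = inhibition reaching at least a set limit at 20 µM in the primary screen, cut at about 59% in these data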;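 note: 0% = DMSO wells with substrate and 100% = DMSO wells lacking glucose-6-phosphate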
SENP8 block-2: human SENP8 protease inhibitors, primary screen, biochemical, fluorescence, Nedd8 protein substrate, uHTS. Sentrin-specific protease 8 (Homo sapiens), Q96LD8. recombinant SENP8. inhibition, % at 20 µM. 0.64% of 360,000 active. AID 602440, 2012; in the data active = inhibition mostly above about 40%, no sharp cut-off; inactive = mostly below about 27%
HKDC1 inhibitor: HKDC1 hexokinase inhibitors, primary screen, biochemical, fluorescence, uHTS; AID 493160, 2011; Q2TB90; recombinant HKDC1, G6PDH/diaphorase resazurin coupled fluorescence; inhibition, % at 20 µM; 0.16% of 340,000 active;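 active = inhibition above about 35% when tested at 20 µM, limit read from the data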;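 note: plate controls were DMSO wells with enzyme for no effect and DMSO wells lacking enzyme for full effect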
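System: Recombinant HKDC1 hexokinase | Amount: HKDC1 at 5 µg/mL | Reagent: Glucose with 1 mM ATP | Doses: Single 20 µM dose | Incubation: Reaction time 90 min, room temperature, protected from light | Signal: Coupled resazurin fluorescence, excitation 525 nm, emission 613 nm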
SENP7 inh: SENP7 protease inhibitors, primary screen, biochemical, luminescence, uHTS. Sentrin-specific protease 7 (Homo sapiens), Q9BQF6. recombinant SENP7, Z-RLRGG-aminoluciferin luminescence, 40 min. inhibition, % at 5 µM. 1.5% of 330,000 active;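 active = inhibition above about 50% at the single test dose, limit read from the data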;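 note: plate controls were DMSO with enzyme for no effect and no enzyme buffer wells for full effect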
Target sequence (Q9BQF6 706-1050 limits assumed): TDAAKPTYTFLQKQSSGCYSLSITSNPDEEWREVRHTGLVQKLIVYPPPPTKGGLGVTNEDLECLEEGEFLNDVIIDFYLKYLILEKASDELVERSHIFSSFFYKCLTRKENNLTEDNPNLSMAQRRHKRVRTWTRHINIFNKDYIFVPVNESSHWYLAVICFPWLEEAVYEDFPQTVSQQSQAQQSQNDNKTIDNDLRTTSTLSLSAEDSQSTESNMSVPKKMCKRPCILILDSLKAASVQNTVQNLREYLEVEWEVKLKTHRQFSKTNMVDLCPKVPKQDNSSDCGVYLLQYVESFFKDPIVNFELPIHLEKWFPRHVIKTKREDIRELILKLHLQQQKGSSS
Apaf1 inhib: inhibitors of human Apaf-1 apoptosome, primary screen, biochemical, DEVD-Rh110 fluorescence, uHTS; inhibition, % at 20 µM; 0.71% of 330,000 active; reconstituted apoptosome caspase-3 activity; active = inhibition of at least 40% at 20 µM;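 note: plate controls were DMSO wells for no effect and DEVD-CHO caspase inhibitor wells for full effect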
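Material: reconstituted apoptosome with Apaf-1, cytochrome c, caspase-9, procaspase-3, dATP. Technique: Rh110 fluorescence intensity. Buffer or medium: pH 7.5 Hepes buffer with CHAPS, BSA, DTT. Times: 30 min plus 50 min, RT.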
* marks the source's active call; other numbers are inactive results; i = inactive; / = not tested or not shown.

cpd	compound	NLRP3 yeast inh	SENP1 FRET inh	SENP8 block-1	SENP6 inh	PfGluPho inh	SENP8 block-2	HKDC1 inhibitor	SENP7 inh	Apaf1 inhib
1	CC(=O)N(c1ccccc1)C1CC(C)N(C(=O)c2ccccc2)c2ccccc21 (stereo not drawn)	12	0	-2	-18	-8	i	-5	-17	-1
2	COc1ccc(S(=O)Cc2ccc(C(=O)NC3CC3)o2)cc1 (stereo not drawn)	-1	1	-14	-6	-3	14	-7	-13	-6
3	COc1ccc(S(=O)(=O)Nc2ccc(Oc3ncccn3)c(Cl)c2)cc1	2	-2	-2	0	-7	10	0	7	8
4	Cc1ccc(C)c(NC(=O)C(OC(=O)c2ccc(CO)cc2)c2ccccc2)c1 (stereo not drawn)	6	5	-3	-22	-8	10	0	8	12
5	S=C(Nc1ccccc1)N1CCN(C(=S)c2ccccc2)CC1	4	0	8	-10	-2	-1	-2	4	7
6	Cc1nnc(SCC(=O)Nc2nsc(-c3ccc(C(C)(C)C)cc3)n2)s1	7	1	4	-10	9	-18	0	-1	12
7	COc1ccccc1C(=O)Nc1ccc2c(c1)nc1n2CCN(Cc2ccccc2)C1	12	-47	-2	-30	3	-441	-4	-6	2
8	O=C(Nc1ccc(Cl)cc1Cl)C1CCC(=O)N1Cc1ccccc1Cl (stereo not drawn)	-2	3	2	-15	-2	24	-4	-3	3
9	CCn1cc(C(=O)N2CCc3ccccc32)c(=O)c2cc(S(=O)(=O)N3CCCCCC3)ccc21	10	2	-15	-13	-17	9	3	-12	13
10	CN(CC(=O)Nc1ccccc1Br)C(=O)Cn1[nH]c(=O)c2ccccc2c1=O	15	-1	-1	-6	2	8	-2	9	-2
11	CCCCNC(=O)C(CC)(ONc1ccccc1C(F)(F)F)c1ccccc1 (stereo not drawn)	26	-13	11	16	57	17	12	11	10
12	O=C(c1ccc(COc2ccccc2Cl)o1)N1CCOCC1	15	0	1	-7	5	1	-2	1	6
13	Cc1cccc(C)c1NC(=O)CN	14	3	-3	-33	17	5	-5	-6	-3
14	COc1ccc(CN2CCNC(=O)C2CC(=O)N(C)CCC2CCOCC2)c(OC)c1 (stereo not drawn)	5	-1	-5	-4	6	-6	-1	3	-4
15	COc1ccc(C(=O)Nc2ccc(NC(=O)Cc3ccccc3)cn2)cc1	9	-2	45	-3	1	11	0	8	7
16	CCN1C(=O)/C(=C\N(C)C)NC1=S	16	3	8	1	-1	7	-7	-11	-8
17	CC(CN)(NS(=O)(=O)c1ccccc1)c1ccccc1 (stereo not drawn)	4	1	-1	13	8	4	-8	-1	-3
18	COc1ccccc1CNC(=S)Nc1ccc(F)cc1	-21	0	-5	5	5	8	-3	18	19
19	CCn1cc([N+](=O)[O-])c(C(=O)N2CCN(C(=O)c3ccco3)CC2)n1	11	3	4	9	-12	5	3	14	1
20	O=C1c2cccc3c2N(CCC3)C(=O)C1(F)c1ccccc1 (stereo not drawn)	17	-1	7	4	23	-2	2	9	2
21	Cn1c(CS/C(N)=N/N=C/c2ccccc2)c(Br)c(=O)n1-c1ccccc1	4	0	0	3	64*	22	-17	-2	-11
22	O=C1CN(CC(=O)NC2CCCc3ccccc32)CCN1 (stereo not drawn)	12	2	6	6	3	16	0	-1	1
23	CC(C)N1CCN(Cc2ccsc2)CC1CCO (stereo not drawn)	8	0	-11	-18	-8	10	1	-3	-11
24	CCOc1ccc(-n2cnnn2)cc1S(=O)(=O)N1CCC(C)CC1C (stereo not drawn)	-2	0	2	9	17	7	-6	8	7
25	O=C(CN1CCN(Cc2ccccc2)CC1)Nc1cccc(C(F)(F)F)c1	35	0	-11	-15	-6	12	3	0	-2
26	COC(=O)C1CN(Cc2ccccc2)C(=O)C1=O (stereo not drawn)	/	0	/	/	-4	12	-2	/	/
27	CCOc1ccc(N2C(=O)CC(n3ccc(C)n3)C2=O)cc1 (stereo not drawn)	6	2	-6	-10	-13	14	-3	-4	-2
28	COCON1C(=O)CN(C(C)=O)C1c1ccc(Cl)cc1Cl (stereo not drawn)	7	-1	7	-6	-9	12	-5	-5	0
29	O=C(Nc1cc(Cl)ccc1Cl)C1CCCO1 (stereo not drawn)	-18	1	-3	-21	-6	4	-5	-9	-6
30	O=C(NCC(c1ccco1)N1CCCC1)c1sc2ccccc2c1Cl (stereo not drawn)	16	1	-10	-11	15	11	6	-3	8

Whole records as entered above.
Record of `O=C(c1ccc(COc2ccccc2Cl)o1)N1CCOCC1` = NLRP3 yeast inh: 15; SENP1 FRET inh: 0; SENP8 block-1: 1; SENP6 inh: -7; PfGluPho inh: 5; SENP8 block-2: 1; HKDC1 inhibitor: -2; SENP7 inh: 1; Apaf1 inhib: 6
Record of `CCn1cc([N+](=O)[O-])c(C(=O)N2CCN(C(=O)c3ccco3)CC2)n1` = NLRP3 yeast inh: 11; SENP1 FRET inh: 3; SENP8 block-1: 4; SENP6 inh: 9; PfGluPho inh: -12; SENP8 block-2: 5; HKDC1 inhibitor: 3; SENP7 inh: 14; Apaf1 inhib: 1

Continued:
cpd	compound	NLRP3 yeast inh	SENP1 FRET inh	SENP8 block-1	SENP6 inh	PfGluPho inh	SENP8 block-2	HKDC1 inhibitor	SENP7 inh	Apaf1 inhib
31	Cc1nc2cc(-n3ccc(=O)cc3)ccc2n1-c1ccccc1	5	-4	-7	-2	5	2	-10	-9	-5
32	CCCOc1cccc(C(=O)Nc2cccnc2)c1	18	2	-3	-36	-2	6	-10	16	-8
33	CCOC(=O)C1CCN(Cc2cccc(OCc3ccccc3)c2)CC1	26	0	0	10	17	9	-4	3	5
34	COC(c1ccccc1)c1nnc(CCC(=O)NC2CCCCC2)o1 (stereo not drawn)	15	4	-6	-18	-6	10	-8	9	-3
35	CC(c1ccon1)N(C)Cc1cn(C)nc1-c1ccc2c(c1)OCCO2 (stereo not drawn)	-3	3	-8	-5	-1	19	-1	-11	-5
36	CCOc1ccccc1OCCC(=O)OCC(=O)Nc1c(C)cc(C)cc1C	12	0	-6	-12	9	10	-2	-1	-6
37	CC(C)C(NC(=O)Cc1ccccc1[N+](=O)[O-])C(C)C	-3	0	-10	-6	2	14	5	0	-6
38	CCOC(=O)c1ccc(NC(=S)NCC(O)c2ccccc2)cc1 (stereo not drawn)	-1	0	-4	-27	12	9	-9	-6	11
39	Cn1c(=O)n(CCCOc2ccc(Cl)cc2)c2ccccc21	10	1	-3	-13	12	18	-3	4	7
40	O=C1CCCCC1c1cccc2ccccc12 (stereo not drawn)	-36	2	-8	-5	8	11	-9	-1	2
41	CCC(C)(C)n1nnnc1C(c1ccc(O)c(OC)c1)N1CCN(c2nc3ccccc3s2)CC1 (stereo not drawn)	18	3	-7	-17	20	16	1	13	11
42	CCCOC(=O)CSC1=C(C#N)C(c2ccccc2OCC)C(C#N)C(=O)N1 (stereo not drawn)	2	-73	5	-5	-133	-42	-5	5	5
43	CC(C)(C)NC(=O)C(=O)NC(=O)c1c(F)cccc1Cl	-11	2	5	10	-10	1	-7	0	-4
44	CCn1c(SCC(=O)OC2CCCCC2)nc2ccccc2c1=O	51*	-1	-6	7	-27	10	7	3	2
45	CC(=O)c1c(C)nc(C)nc1NC(=O)Cc1ccccc1	27	4	2	10	3	5	-2	4	7

Values by screen from the list.
Entries 31–39 in SENP8 block-1, in turn: -7, -3, 0, -6, -8, -6, -10, -4, -3
Entries 31–39 in SENP8 block-2, in turn: 2, 6, 9, 10, 19, 10, 14, 9, 18
Entries 31–39 in SENP6 inh, in turn: -2, -36, 10, -18, -5, -12, -6, -27, -13

Only SENP6 inh and SENP1 FRET inh (3 entries from above):
no. | SMILES | SENP6 inh | SENP1 FRET inh
32 | CCCOc1cccc(C(=O)Nc2cccnc2)c1 | -36 | 2
33 | CCOC(=O)C1CCN(Cc2cccc(OCc3ccccc3)c2)CC1 | 10 | 0
34 | COC(c1ccccc1)c1nnc(CCC(=O)NC2CCCCC2)o1 (stereo not drawn) | -18 | 4

Continued:
cpd	compound	NLRP3 yeast inh	SENP1 FRET inh	SENP8 block-1	SENP6 inh	PfGluPho inh	SENP8 block-2	HKDC1 inhibitor	SENP7 inh	Apaf1 inhib
46	COc1cc2c(cc1OC)C(c1ccco1)CC(=O)N2 (stereo not drawn)	4	0	2	16	0	-14	0	3	4
47	CSc1nc2cc3c(cc2n1C(=O)c1ccc(C)cc1)OCCO3	21	5	-5	4	-8	11	-6	6	-13
48	Cc1onc(-c2c(F)cccc2Cl)c1C(=O)N[C@@H]1C(=O)N2C(C(=O)O)C(C)(C)S[C@H]12 (stereo partly drawn)	8	0	5	1	-10	10	6	2	-6
49	COCCCNC(=O)CC1C[C@H](C(=O)N2CCCCC2)[C@@]2(CCc3ccccc3)c3[nH]c4ccccc4c3CCN2C1=O (stereo partly drawn)	10	1	-1	24	-5	11	-3	5	14
50	CN(C)c1cc[n+](CC(=O)Nc2c(Cl)cc(Cl)cc2Cl)cc1	7	1	5	3	-28	13	15	0	-7
51	CC(=O)c1ccc(N2CCN(S(=O)(=O)c3cc(-c4cc(C)no4)ccc3C(C)C)CC2)cc1	2	0	-6	9	4	-119	-2	0	19
52	O=C(Nc1ccc2c(c1)CCC2)c1cc2ccccc2o1	39	3	45	77*	88*	7	5	68*	17
53	O=C(N/N=C/C(Br)=C/c1ccccc1)C(O)c1ccccc1 (stereo not drawn)	-11	0	-6	-23	7	21	-5	-8	16
54	O=C(Cc1ccc(Cl)c(Cl)c1)Nc1cccc2ncccc12	-2	-82	4	15	-2	-168	-2	8	-1

Given with two lines to a compound: two of the compounds above
Values in the order – NLRP3 yeast inh	SENP1 FRET inh	SENP8 block-1	SENP6 inh	PfGluPho inh	SENP8 block-2	HKDC1 inhibitor	SENP7 inh	Apaf1 inhib
47: CSc1nc2cc3c(cc2n1C(=O)c1ccc(C)cc1)OCCO3
→ 21	5	-5	4	-8	11	-6	6	-13
48: Cc1onc(-c2c(F)cccc2Cl)c1C(=O)N[C@@H]1C(=O)N2C(C(=O)O)C(C)(C)S[C@H]12 (stereo partly drawn)
→ 8	0	5	1	-10	10	6	2	-6
